High-throughput results as filed in PubChem BioAssay.
MsrA act: bovine MsrA enzyme activators, primary screen, biochemical, absorbance, HTS; purified bovine MsrA, absorbance read-out; activation, % at 10.6 µM; 360,000 tested, 0.3% active; AID 602163, 2012; in the data active means activation above about 7.5%;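 further: 0% = vehicle and 100% = reference activator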
E coli Lon inh: inhibitors of E. coli Lon protease, primary screen, biochemical, fluorescence polarization | P0A9M0 | purified E. coli Lon protease | inhibition, % at 7.94 µM | 360,000 tested, 0.42% active | AID 602123, 2011; in the data active means inhibition above about 13%, passing the limit was not always enough;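 further: 0% = enzyme with probe and DMSO and 100% = no enzyme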
TbMetRS inhib: T. brucei MetRS inhibitors, primary screen, biochemical, luminescence | 360,000 tested, 0.4% active | purified T. brucei MetRS, ATP depletion, Kinase-Glo luminescence | inhibition, % at 11.9 µM | methionyl-tRNA synthetase (Trypanosoma brucei brucei);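 active means inhibition above a per-plate cutoff of the control wells' mean inhibition plus 3 SD, cut at about 5.5% in these data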;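 further: 0% = DMSO wells median and 100% = median of wells with control inhibitor compound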
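System: purified T. brucei MetRS enzyme / Detection: Kinase-Glo luciferase luminescence reporting remaining unconsumed ATP / Medium: HEPES buffer with MgCl2, KCl, DTT, spermine, BSA, pyrophosphatase / Replication: singlicate, one well per compound / Evaluation: percent inhibition relative to median high and low control wells / Schedule: 2 h aminoacylation at 25 °C after 15 min preincubation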
PABP1 MLLE inh: inhibitors of PABP1 MLLE–PAM2 peptide binding, primary screen, biochemical, fluorescence polarization, FITC-PAM2, GST-MLLE; Polyadenylate-binding protein 1 (Homo sapiens), P11940; inhibition, % at 20 µM; 360,000 tested, 0.36% active; AID 588489, 2011; in the data active means inhibition above about 35%, passing the limit was not always enough;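 further: plate controls were DMSO wells with GST-MLLE for no effect and wells lacking GST-MLLE protein for full effect; some results filed as inactive read as strong as hits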
Target sequence (P11940 whole entry, looked up): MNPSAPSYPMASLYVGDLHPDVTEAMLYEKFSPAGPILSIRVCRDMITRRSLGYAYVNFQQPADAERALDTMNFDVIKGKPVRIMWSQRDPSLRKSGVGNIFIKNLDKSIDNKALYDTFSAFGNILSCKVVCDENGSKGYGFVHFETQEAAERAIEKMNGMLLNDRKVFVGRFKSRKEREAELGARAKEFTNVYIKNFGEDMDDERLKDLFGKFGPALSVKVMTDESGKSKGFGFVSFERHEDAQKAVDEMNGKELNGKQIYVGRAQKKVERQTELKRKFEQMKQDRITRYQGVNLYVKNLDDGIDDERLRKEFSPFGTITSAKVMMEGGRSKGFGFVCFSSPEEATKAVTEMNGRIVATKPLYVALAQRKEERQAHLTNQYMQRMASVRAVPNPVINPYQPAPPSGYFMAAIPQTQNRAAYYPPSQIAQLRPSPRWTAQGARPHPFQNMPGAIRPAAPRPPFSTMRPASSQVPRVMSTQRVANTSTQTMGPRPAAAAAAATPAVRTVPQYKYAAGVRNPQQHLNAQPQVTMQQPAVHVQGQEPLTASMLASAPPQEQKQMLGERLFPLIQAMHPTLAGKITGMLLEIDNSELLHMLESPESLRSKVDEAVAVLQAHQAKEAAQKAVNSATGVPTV
NRP1-CendR mod: modulators of CendR peptide binding to NRP-1, primary screen, biochemical, fluorescence polarization, uHTS; 360,000 tested, 0.85% active; inhibition, % at 25 µM; Neuropilin-1 (Homo sapiens), O14786; FAM-RPARPAR peptide binding to NRP-1;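 active means inhibition or corrected inhibition above about 18%, plus a signal ratio from 0.5 to 1.5, limit read from the data, passing the limit was not always enough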; further: strong numbers were not always called active
MT1-MMP act inh: blockers of MT1-MMP proenzyme processing, primary screen, HT1080 RFP-PRO-GFP cells, GFP/RFP fluorescence; Matrix metalloproteinase-14 (Homo sapiens), P50281; GFP/RFP ratio fluorescence, overnight; percent of plate control window, DMSO zero; GFP/RFP ratio change, % at 20 µM; 360,000 tested, 0.061% active;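 active means GFP/RFP ratio change of at least 30% with cell ATP level not reduced by more than half and red fluorescence within 50% of control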; further: strong numbers were not always called active
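Assay system: HT1080 cells carrying an RFP-PRO-GFP reporter | Dosing: Single dose of 20 µM compound, 1% DMSO final | Incubation: Cells overnight before dosing, compound overnight, 37 °C, 5% CO2 | Evaluation: GFP/RFP fluorescence ratio | Control set: DMSO and RFP-L50D-GFP cell wells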
SKN-1 block: suppressors of acrylamide-induced Pgst-4::GFP reporter in worms, primary screen, SKN-1 inhibitor project, whole organism, uHTS, GFP/RFP fluorescence ratio, strain VP596. 360,000 tested, 0.49% active. inhibition, % at 21.8 µM. C. elegans VP596 Pgst-4::GFP/RFP ratio, 24 h. AID 624304, 2012;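 active means interference check ratio from 0.5 to 1.5 plus GFP to RFP signal ratio inhibition reaching or exceeding a fixed threshold, cut at about 30% in these data, passing the limit was not always enough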; further: some compounds called inactive have numbers as strong as hits
MsrA inh: bovine MsrA enzyme inhibitors, primary screen, biochemical, absorbance, HTS; 360,000 tested, 0.75% active; inhibition, % at 15.5 µM; Methionine sulfoxide reductase A (Bos taurus); purified bovine MsrA, absorbance read-out; in the data active means inhibition above about 4.5%;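 further: 0% = vehicle wells with enzyme and 100% = reference inhibitor wells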
FAS TE block: FAS thioesterase domain inhibitors, primary screen, biochemical, fluorescence intensity, uHTS | AID 602261, 2012 | recombinant FAS-TE, OMFH fluorogenic substrate, fluorescence endpoint | inhibition, % at 15 µM | Fatty acid synthase (Homo sapiens), P49327 | 360,000 tested, 0.67% active;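 active means compounds whose normalised, plate-corrected inhibition of enzyme fluorescence in the single-dose primary screen is 50% or more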;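 further: 0% = DMSO with enzyme and 100% = substrate without enzyme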
Starred values were filed as active, the others as inactive.

Screening O=C(COC(=O)CNC(=O)c1cccc(OC(F)F)c1)NNC(=O)c1ccccc1 returned MsrA act -4, E coli Lon inh 4, TbMetRS inhib -0.1, PABP1 MLLE inh -4, NRP1-CendR mod -8, MT1-MMP act inh 0, SKN-1 block 2, MsrA inh -0.5 and FAS TE block -10.
`CC(C)(C)OC(=O)[C@H]1[C@H](c2ccc([N+](=O)[O-])cc2)C2(C(=O)c3ccccc3C2=O)C2c3ccccc3C=NN21` (stereo partly specified) gave MsrA act -7, E coli Lon inh 0, TbMetRS inhib -0.4, PABP1 MLLE inh -17, NRP1-CendR mod 4, MT1-MMP act inh -1, SKN-1 block 7, MsrA inh 1.1 and FAS TE block 29.
For O=C1CC(NS(=O)(=O)c2cccs2)CN1c1ccc(F)cc1 (stereo unspecified) the results were MsrA act -1, E coli Lon inh 7, TbMetRS inhib -0.2, PABP1 MLLE inh -3, NRP1-CendR mod 0, MT1-MMP act inh 3, SKN-1 block 6, MsrA inh -0.2 and FAS TE block -8.
Cn1nc(SCc2ccccc2)c(=O)[nH]c1=O was read as MsrA act -3, E coli Lon inh -9, TbMetRS inhib 0.6, PABP1 MLLE inh 12, NRP1-CendR mod -1, MT1-MMP act inh 0, SKN-1 block 4, MsrA inh -0.6 and FAS TE block -9.
For OCCn1c(SCCOc2ccccc2F)nc2ccccc21 the results were MsrA act 5, E coli Lon inh -5, TbMetRS inhib -0.3, PABP1 MLLE inh 1, NRP1-CendR mod -3, MT1-MMP act inh -8, SKN-1 block -22, MsrA inh -1.5 and FAS TE block -4.
`Cc1cc(NC(=O)CCN2CCCCC2)ccc1Br` gave MsrA act -2, E coli Lon inh 8, TbMetRS inhib -0.2, PABP1 MLLE inh 4, NRP1-CendR mod -10, MT1-MMP act inh 1, SKN-1 block -13, MsrA inh 0.0 and FAS TE block -5.
Screening COCCCNC(=S)NC1CC2CCCC(C1)N2Cc1cccs1 (stereo unspecified) returned MsrA act -1, E coli Lon inh 4, TbMetRS inhib -0.3, PABP1 MLLE inh -21, NRP1-CendR mod 10, MT1-MMP act inh 1, SKN-1 block 7, MsrA inh 0.0 and FAS TE block -9.
Screening COc1ccc(CNC(=O)C2=CC(c3ccc(OC)cc3)=NS(=O)(=O)N2C)cc1 returned MsrA act -1, E coli Lon inh -4, TbMetRS inhib 0.1, PABP1 MLLE inh 2, NRP1-CendR mod -2, MT1-MMP act inh -2, SKN-1 block 11, MsrA inh 2.3 and FAS TE block 29.
Screening CCC1(CC)Cc2ccccc2-c2nc3ccccc3c(=O)n21 returned MsrA act -4, E coli Lon inh 1, TbMetRS inhib -0.5, PABP1 MLLE inh -5, NRP1-CendR mod 1, MT1-MMP act inh -4, SKN-1 block -20, MsrA inh -0.5 and FAS TE block 17.
For COc1ccccc1C(NC(=O)CC(C)C)c1c(O)ccc2ccccc12 (stereo unspecified) the results were MsrA act -3, E coli Lon inh 0, TbMetRS inhib -0.9, PABP1 MLLE inh -11, NRP1-CendR mod -4, MT1-MMP act inh -3, SKN-1 block -11, MsrA inh 0.5 and FAS TE block -8.
O=C(c1ccc(S(=O)(=O)c2ccccc2Cl)c([N+](=O)[O-])c1)N1CCCCCC1 was read as MsrA act -1, E coli Lon inh -9, TbMetRS inhib -1.3, PABP1 MLLE inh -5, NRP1-CendR mod -4, MT1-MMP act inh 0, SKN-1 block 2, MsrA inh 0.0 and FAS TE block -1.
COc1ccc(Br)c(C(=O)NCC2CCCCC2)c1 was read as MsrA act -2, E coli Lon inh 0, TbMetRS inhib -0.4, PABP1 MLLE inh 3, NRP1-CendR mod 4, MT1-MMP act inh -3, SKN-1 block 5, MsrA inh 1.8 and FAS TE block -3.
`CCOc1ccc(NC(=O)Cn2nnc(C(=O)NCc3ccccc3OC)c2N)cc1` gave MsrA act -13, E coli Lon inh -13, TbMetRS inhib -1.4, PABP1 MLLE inh -11, NRP1-CendR mod -2, MT1-MMP act inh 4, SKN-1 block -12, MsrA inh -1.1 and FAS TE block -10.
`COC(=O)c1ccccc1NC(=S)NC(=O)COc1ccc(C)cc1` gave MsrA act 1, E coli Lon inh -1, TbMetRS inhib -0.9, PABP1 MLLE inh 24, NRP1-CendR mod 2, MT1-MMP act inh 3, SKN-1 block -22, MsrA inh 1.2 and FAS TE block 14.
CCC1(CC)Cc2ccccc2-c2nc(NCCCO)[nH]c(=O)c21 was read as MsrA act -7, E coli Lon inh 4, TbMetRS inhib -0.7, PABP1 MLLE inh -5, NRP1-CendR mod -4, MT1-MMP act inh 7, SKN-1 block 4, MsrA inh 1.8 and FAS TE block 0.
For CCS(=O)(=O)Nc1ccc(NC(C)=O)cc1 the results were MsrA act 1, E coli Lon inh -12, TbMetRS inhib 0.1, PABP1 MLLE inh -5, NRP1-CendR mod -5, MT1-MMP act inh -2, SKN-1 block 5, MsrA inh -1.3 and FAS TE block -3.
For COc1ccc(C(=O)NCC(=O)OC2CCCCC2=O)cc1 (stereo unspecified) the results were MsrA act 1, E coli Lon inh -4, TbMetRS inhib -0.4, PABP1 MLLE inh 2, NRP1-CendR mod -32, MT1-MMP act inh 11, SKN-1 block -30, MsrA inh 1.0 and FAS TE block -3.
For O=C(NNC(=O)c1ccc(S(=O)(=O)N2CCCC2)cc1)c1ccc(Br)cc1 the results were MsrA act -3, E coli Lon inh -10, TbMetRS inhib 0.1, PABP1 MLLE inh -3, NRP1-CendR mod -1, MT1-MMP act inh -2, SKN-1 block 7, MsrA inh 1.4 and FAS TE block 0.
`Cc1ccc(NC(=O)c2cc(C)n(-c3ccccc3)c2C)cc1` gave MsrA act -2, E coli Lon inh -5, TbMetRS inhib 0.6, PABP1 MLLE inh 0, NRP1-CendR mod -6, MT1-MMP act inh -1, SKN-1 block 0, MsrA inh -0.3 and FAS TE block 16.
`CCCS(=O)(=O)c1c(S(=O)(=O)CCC)c2ccc(C(C)=O)cn2c1C(=O)OC` gave MsrA act -2, E coli Lon inh -9, TbMetRS inhib 0.1, PABP1 MLLE inh 8, NRP1-CendR mod 1, MT1-MMP act inh 0, SKN-1 block 0, MsrA inh 0.7 and FAS TE block 9.
For CCOc1ccccc1N1CC(C(=O)N(CC)C2CCS(=O)(=O)C2)CC1=O (stereo unspecified) the results were MsrA act -1, E coli Lon inh 3, TbMetRS inhib -0.3, PABP1 MLLE inh 17, NRP1-CendR mod -24, MT1-MMP act inh 4, SKN-1 block 16, MsrA inh -0.5 and FAS TE block -10.
Screening COc1ccc(-c2nn3c(COc4ccccc4)nnc3s2)cc1OC returned MsrA act -6, E coli Lon inh -11, TbMetRS inhib -0.1, PABP1 MLLE inh 32, NRP1-CendR mod 2, MT1-MMP act inh 4, SKN-1 block -5, MsrA inh 0.4 and FAS TE block 6.
Screening CC(C)C[C@H]1COCCS(=O)(=O)N1Cc1cccc(Cl)c1 returned MsrA act 2, E coli Lon inh -12, TbMetRS inhib -0.2, PABP1 MLLE inh 11, NRP1-CendR mod 20, MT1-MMP act inh 1, SKN-1 block 8, MsrA inh 0.8 and FAS TE block 16.
Screening COc1ccc(Cl)cc1NC(=O)CCCn1c(=O)c2cccn2c2cccnc21 returned MsrA act 0, E coli Lon inh -11, TbMetRS inhib 0.0, PABP1 MLLE inh 1, NRP1-CendR mod -4, MT1-MMP act inh -2, SKN-1 block 11, MsrA inh 0.2 and FAS TE block 15.
Cc1ccc(-n2ncc(C(=O)NC3CC3)c2C2CCN(C(=O)OC(C)(C)C)CC2)c(C)c1 was read as MsrA act -2, E coli Lon inh 1, TbMetRS inhib 0.1, PABP1 MLLE inh -5, NRP1-CendR mod -1, MT1-MMP act inh -1, SKN-1 block 4, MsrA inh -0.3 and FAS TE block -6.
For COc1ccc(/C=N/NC(=O)CCNc2n[nH]c(=O)[nH]c2=O)c(OC)c1 the results were MsrA act -6, E coli Lon inh 6, TbMetRS inhib 0.0, PABP1 MLLE inh -11, NRP1-CendR mod 8, MT1-MMP act inh -1, SKN-1 block -2, MsrA inh 0.7 and FAS TE block -2.
For COc1ccccc1-c1nc(-c2ccccc2)nc(N2CCN(C)CC2)c1C#N the results were MsrA act -3, E coli Lon inh -2, TbMetRS inhib -1.2, PABP1 MLLE inh -3, NRP1-CendR mod 7, MT1-MMP act inh -5, SKN-1 block 9, MsrA inh -0.1 and FAS TE block 9.
CCc1ccccc1NC(=O)CN1CCN(C(=O)CN2C(=O)NC3(CCCCC3C)C2=O)CC1 (stereo unspecified) was read as MsrA act -3, E coli Lon inh 3, TbMetRS inhib -0.3, PABP1 MLLE inh 1, NRP1-CendR mod -3, MT1-MMP act inh 2, SKN-1 block 11, MsrA inh 0.0 and FAS TE block -9.

Reprinted from the listing (five entries):
Screening COc1ccc(Cl)cc1NC(=O)CCCn1c(=O)c2cccn2c2cccnc21 returned MsrA act 0, E coli Lon inh -11, TbMetRS inhib 0.0, PABP1 MLLE inh 1, NRP1-CendR mod -4, MT1-MMP act inh -2, SKN-1 block 11, MsrA inh 0.2 and FAS TE block 15.
Cc1ccc(-n2ncc(C(=O)NC3CC3)c2C2CCN(C(=O)OC(C)(C)C)CC2)c(C)c1 was read as MsrA act -2, E coli Lon inh 1, TbMetRS inhib 0.1, PABP1 MLLE inh -5, NRP1-CendR mod -1, MT1-MMP act inh -1, SKN-1 block 4, MsrA inh -0.3 and FAS TE block -6.
For COc1ccc(/C=N/NC(=O)CCNc2n[nH]c(=O)[nH]c2=O)c(OC)c1 the results were MsrA act -6, E coli Lon inh 6, TbMetRS inhib 0.0, PABP1 MLLE inh -11, NRP1-CendR mod 8, MT1-MMP act inh -1, SKN-1 block -2, MsrA inh 0.7 and FAS TE block -2.
For COc1ccccc1-c1nc(-c2ccccc2)nc(N2CCN(C)CC2)c1C#N the results were MsrA act -3, E coli Lon inh -2, TbMetRS inhib -1.2, PABP1 MLLE inh -3, NRP1-CendR mod 7, MT1-MMP act inh -5, SKN-1 block 9, MsrA inh -0.1 and FAS TE block 9.
CCc1ccccc1NC(=O)CN1CCN(C(=O)CN2C(=O)NC3(CCCCC3C)C2=O)CC1 (stereo unspecified) was read as MsrA act -3, E coli Lon inh 3, TbMetRS inhib -0.3, PABP1 MLLE inh 1, NRP1-CendR mod -3, MT1-MMP act inh 2, SKN-1 block 11, MsrA inh 0.0 and FAS TE block -9.
